# High-throughput results (PubChem)
# A549 viability: counter-screen for Nrf2 inhibitors: cytotoxicity in A549 cells; Potency, µM (highest dose often 46 µM), for inactives: at the highest dose activity change, negative = cytotoxicity, usual class: inhibitors; AID 504648; A549 ARE-Fluc cells, CellTiter-Fluor viability, 18-24 h; hit rate 0.16% among 390,000; also: potency is read from the fitted curve at half-maximal effect; % is scaled to controls: 0 for no effect and ±100 for the full control effect
#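 A549 ARE_Fluc cells in 5% FBS OPTI-MEM were exposed to compounds in concentration-response for 18-24 h at 37 deg C. Viability was read by CellTiter-Fluor fluorescence (Ex 405/Em 525) after 30 min, before the luciferase read.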
# Abeta rescue: compounds reversing amyloid beta toxicity in yeast. yeast expressing A-beta42, growth rescue, OD600, 48 h; response scale: 0% DMSO, 100% iron-clioquinol control. Potency, µM (series often up to 46.1 µM), for inactives: at the top dose growth rescue, usual class: activators. hit rate 0.063% among 410,000. AID 1347071; also: potency is read from the fitted curve at half-maximal effect; nearly all actives have a fitted effect of over 55% in size
#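 Yeast growth medium received pinned compounds, then yeast cells expressing toxic A-beta were added; plates incubated at 30 C for 48 hr. Growth read as absorbance at 600 nm, normalized to DMSO and equimolar FeCl3 plus clioquinol controls.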
# TGFb SMAD3 inh: blocks TGF-b signaling | HepG2 CAGA-GFP TGF-b/SMAD3 reporter, GFP fluorescence, 18 h; TGF-beta stimulated, 500 pg/mL final | Potency, µM (titrated, usually from 46.1 µM), for the others: at the highest dose activity, negative = inhibition, usual class: inhibitors | hit rate 1.2% among 410,000; also: potency is read from the fitted curve at half-maximal effect; % is scaled to controls: 0 for no effect and ±100 for the full control effect; nearly all actives have a fitted effect of over 65% in size
#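 Using HEPG2 CAGA-GFP reporter cells at 1000 cells/well, we pinned test compounds, stimulated with recombinant TGF-beta (500 pg/mL final) and measured total well GFP after 18 h.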
# CCT chaperon mod: changes cytosolic chaperonin activity. purified chaperonin ATPase assay, HTRF ADP detection, 30 min. activity change, % (no concentration beside the values), hits read low. hit rate 0.3% among 360,000. AID 651819; in the data active = activity change below about -30%; also: % is scaled to controls: 0 for no effect and ±100 for the full control effect
#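 TRiC (40 or 20 nM final, by batch activity) in 30 mM Tris pH 7.4, 100 mM KCl, 5 mM MgCl2, 1 mM DTT was treated with compound at 76 uM single dose, then 10 uM ATP, 30 min at 37 °C. ADP was read by HTRF Transcreener.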
# Nrf2 activator: Nrf2 pathway activation. AREc32 ARE-luciferase reporter (MCF7-derived line), luminescence, 24 h. Potency, µM (titrated, usually from 46.1 µM), inactives show at the top dose activation, most hits filed as activators. hit rate 0.31% among 410,000. AID 624171; also: potency is read from the fitted curve at half-maximal effect; % of control where 0% means no effect; nearly all actives have a fitted effect of over 65% in size
#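 Nrf2 activation is followed as ARE-luciferase induction in the AREc32 line after one day of compound treatment; luminescence is read with Steady-Glo.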
# pAkt inh: inhibitors of Akt phosphorylation. Neuro2A IGF-stimulated pAkt S473 HTRF, 20 min; stronger effect = lower value. activity change, % for hits at 50 µM. hit rate 0.32% among 360,000; in the data active = activity change below about -80%; inconclusive = mostly about -51% to -80%; also: % is scaled to controls: 0 for no effect and ±100 for the full control effect
#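 Neuro2A cells in DMEM with 0.5% FBS, overnight at 37 deg C, given compound at single 50 µM final, then IGF (6 nM final) for 20 min at 37 deg C. Lysed; phospho-Akt Ser473 by HTRF after 24 h, 665/615 ratio.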
# Nrf2 block: inhibitors of Nrf2 signaling; hit rate 2.1% among 360,000; Potency, µM (highest dose often 46 µM), inactives show at the highest dose activity change, negative = inhibition, usual class: inhibitors; A549 ARE-Fluc reporter, luciferase luminescence, 18-24 h; AID 504444; also: potency is read from the fitted curve at half-maximal effect; % is scaled to controls: 0 for no effect and ±100 for the full control effect; nearly all actives have a fitted effect of over 60% in size
#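 Nrf2 function is reported as luminescence of an ARE-controlled luciferase in A549 cells. Compounds were tested at several concentrations, and a CellTiter-Fluor read on the same wells flagged cytotoxicity.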
# MmCpn inh: blocks the Methanococcus maripaludis chaperonin Mm-Cpn. purified Mm-Cpn ATPase, ADP Transcreener TR-FRET. Potency, µM (doses to about 76.9 µM), without a hit: at the top dose activity, negative = inhibition, usual class: inhibitors. hit rate 0.031% among 330,000. AID 504842; also: potency is read from the fitted curve at half-maximal effect; % is scaled to controls: 0 for no effect and ±100 for the full control effect; nearly all actives have a fitted effect of over 80% in size
#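 ATPase turnover read by TR-FRET ADP competition (Eu cryptate antibody/ADP-d2, 665/590 nm): 10uM ATP final, 25nM Mm-CPN final, 30 min 37degC after 10-min compound preincubation, pH 7.4 Tris/KCl/MgCl2/DTT buffer.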
# HepG2 viability: HepG2 cytotoxicity, counter-screen for TGF-b inhibitors; HepG2 CAGA-GFP viability, ATP luminescence, 18 h; Potency, µM (titrated, usually from 46.1 µM), inactives show at the highest dose activity change, negative = cytotoxicity, actives largely listed as cytotoxic; hit rate 0.76% among 410,000; also: potency is read from the fitted curve at half-maximal effect; some results filed as inactive show a strong effect at the top dose
#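 HepG2 CAGA-GFP cells (1000/well, DMEM with 1% FBS) received compound, then TGF-beta at 500 pg/mL final, and were incubated 18 hours at 37 degrees C. Viability was read by CellTiter-Glo luminescence. Media-only wells were set as complete cell-killing and DMSO as no toxicity.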
# Starred values were filed as active, the others as inactive; i = inactive; ? = inconclusive; . = not tested or not shown; [ ] = another dose, or the depositor's remark. Unless noted, calls follow the shape of the dose curve; as a rule, active = well fitted curve in the direction sought with a large enough effect; inconclusive = small, poorly fitted or top-dose-only effect, or another doubt; inactive = no such curve, though single readings can be large; an effect the other way counts as inactive or inconclusive.
SMILES,A549 viability,Abeta rescue,TGFb SMAD3 inh,CCT chaperon mod,Nrf2 activator,pAkt inh,Nrf2 block,MmCpn inh,HepG2 viability
COc1ccc(S(=O)(=O)N2CCOC2CNC(=O)C(=O)NCCc2ccccc2OC)cc1 (centres undefined),-1%,-13%,9%,-1.7,-0.2%,i,?,0%,-17%
COc1ccc(CN2CCCC(N3CCc4ccccc4C3)C2)c(O)c1 (centres undefined),-14%,-6%,-15%,-0.5,0.7%,i,-4%,1%,-19%
N#CC(CCc1ccc([N+](=O)[O-])cc1)(CCc1ccc([N+](=O)[O-])cc1)C(N)=O,3%,35%,-9%,0.5,2.8%,i,?,.,-12%
Cc1cc(Cl)cc(Cl)c1OCCOCCN(C)C,5%,21%,-11%,-1.0,0.1%,i,5%,-1%,-44%
O=C(Cc1n[nH]c(=O)c2ccccc12)Nc1cc(Cl)ccc1-n1cncn1,0%,-6%,?,-1.5,3.0%,i,-14%,1%,-6%
Cc1cccc(-c2sc(Nc3ccccc3)n[n+]2-c2ccc(F)cc2)c1,-1%,-7%,2%,-0.9,-0.4%,i,21%,-3%,-15%
CC(C)C[C@H]1CN(CCCC[C@H]2CNC(=O)C(=O)N2CCC2CCCCC2)C(=O)C(=O)N1CC1CCCCC1,.,-3%,.,0.6,-0.8%,i,.,.,.
COc1ccc(NC(=O)NCc2ccncc2)c(OC)c1,?,5%,-1%,-0.6,0.0%,.,11%,0%,-11%
O=C(CN1C(=O)c2ccc([N+](=O)[O-])cc2C1=O)Nc1ccccc1N1CCCC1,-4%,15%,?,2.2,-0.1%,i,4%,-23%,2%
S=c1nc(NCCc2ccccc2Cl)c2ccccc2[nH]1,0%,-4%,1%,1.0,7.0%,i,?,-2%,-20%

# Record cards, from the list above:
# Entry for O=C(CN1C(=O)c2ccc([N+](=O)[O-])cc2C1=O)Nc1ccccc1N1CCCC1 : A549 viability: -4%; Abeta rescue: 15%; TGFb SMAD3 inh: ?; CCT chaperon mod: 2.2; Nrf2 activator: -0.1%; pAkt inh: i; Nrf2 block: 4%; MmCpn inh: -23%; HepG2 viability: 2%
# Entry for COc1ccc(CN2CCCC(N3CCc4ccccc4C3)C2)c(O)c1 (centres undefined) : A549 viability: -14%; Abeta rescue: -6%; TGFb SMAD3 inh: -15%; CCT chaperon mod: -0.5; Nrf2 activator: 0.7%; pAkt inh: i; Nrf2 block: -4%; MmCpn inh: 1%; HepG2 viability: -19%

# Fetched one by one from the entries so far, 2 records:
SMILES,A549 viability,Abeta rescue,TGFb SMAD3 inh,CCT chaperon mod,Nrf2 activator,pAkt inh,Nrf2 block,MmCpn inh,HepG2 viability
O=C(CN1C(=O)c2ccc([N+](=O)[O-])cc2C1=O)Nc1ccccc1N1CCCC1,-4%,15%,?,2.2,-0.1%,i,4%,-23%,2%
CC(C)C[C@H]1CN(CCCC[C@H]2CNC(=O)C(=O)N2CCC2CCCCC2)C(=O)C(=O)N1CC1CCCCC1,.,-3%,.,0.6,-0.8%,i,.,.,.

# Next results:
SMILES,A549 viability,Abeta rescue,TGFb SMAD3 inh,CCT chaperon mod,Nrf2 activator,pAkt inh,Nrf2 block,MmCpn inh,HepG2 viability
Nc1cc(N)nc(CS)n1,1%,15%,29%,-0.2,1.9%,i,-1%,2%,7%
CCOC(=O)c1c(S(=O)(=O)NCC(=O)Nc2ccc(C(C)=O)cc2)c(C)n(C)c1C,1%,-5%,?,.,-0.3%,.,.,.,-17%
CC(=O)c1ccc(OCc2nnn(CC(=O)O)c2-c2ccccc2)cc1,.,2%,-2%,2.0,-0.7%[9.22 µM],i,.,.,0%
CC1(C(=O)Nc2cccc3ccccc23)CCN1C(=O)Cc1ccccc1Cl (centres undefined),.,-15%,20%,-0.2,0.5%,i,.,.,2%
CCN(CC)S(=O)(=O)c1cccc(-c2cn3cc(C)ccc3n2)c1,-8%,4%,?,-0.7,3.3%,i,?,-1%,-8%
Cc1nnc(SCC(=O)Nc2cccc(S(=O)(=O)N3CCCCC3)c2)s1,4%,-10%,-8%,-1.3,1.9%,i,-4%,3%,-11%
COc1cccc(C(c2nnnn2Cc2ccccc2)N2CCN(C3CCCC3)CC2)c1OC (centres undefined),-16%,8%[9.22 µM],8%,-3.1,-0.3%,i,.,-2%,-12%
Cc1cc(C)c(NC(=S)N(C)C)cc1C,7%,34%,4%,1.4,-0.9%,i,18%,2%,21%
CC(=O)N1c2ccccc2NC2=C(C(=O)CCC2)C1c1ccco1 (centres undefined),-17%,2%,-1%,-0.9,3.2%,i,-2%,-2%,-13%
CCN(CC(=O)Nc1cc(Cl)ccc1C)C(=O)CCOc1ccccc1C,-6%,19%,0%,-0.7,0.4%,i,-2%,1%,-7%
CCn1c(SC(C)C(=O)O)nc2sc3c(c2c1=O)CCC3 (centres undefined),3%,0%,-11%,-1.3,-0.4%,i,.,1%,-2%
CC1CCc2cc(F)cc3c(O)c(C(=O)NCCN(C)C)c(=O)n1c23 (centres undefined),-2%,-13%,33%[activator],-1.9,6.5%,i,4%,-5%,3%
CCc1cc2cc(C)ccc2nc1SCC(=O)Nc1cc(C)on1,-11%,-10%,-5%,-2.4,-0.2%,i,-38%,-1%,-8%

# Molecules above with a nitro group on carbon (2):
SMILES,A549 viability,Abeta rescue,TGFb SMAD3 inh,CCT chaperon mod,Nrf2 activator,pAkt inh,Nrf2 block,MmCpn inh,HepG2 viability
N#CC(CCc1ccc([N+](=O)[O-])cc1)(CCc1ccc([N+](=O)[O-])cc1)C(N)=O,3%,35%,-9%,0.5,2.8%,i,?,.,-12%
O=C(CN1C(=O)c2ccc([N+](=O)[O-])cc2C1=O)Nc1ccccc1N1CCCC1,-4%,15%,?,2.2,-0.1%,i,4%,-23%,2%
